# Assay outcomes: PubChem, several laboratories
# p-CIP stab down = compounds decreasing mouse p/CIP protein stability | Q05BA5 | F442A p/CIP-EGFP cells, EGFP fluorescence, 16 h | decrease of EGFP signal, % at 10 µM | actives 0.01% (n = 290,000);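 active means EGFP signal decrease of at least 30% at 10 µM or well 3 SD below plate mean, unless failing retest; inactive means the rest, including hits failing retest or dose response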; further: some compounds called inactive have numbers as strong as hits; many of its hits are not listed in these tables
# MEKK2mut PB1 HTS = signal of MEK5 binding to mutant human MEKK2 PB1 domain. bead flow cytometry, Alexa488-MEK5 binding to MEKK2 mutant. AID 1530. actives 0.35% (n = 290,000). percent response, % at 10 µM; in the data active means percent response above about 24%, passing the limit was not always enough; further: inactives centre near 1; some results filed as inactive read as strong as hits; reference of the scale not given here
# NALP1 yeast inh = NALP1 inhibition; S. cerevisiae NALP1/ASC/caspase-1 growth, X-gal OD620, 72 h; inhibition, % at 10 µM; actives 0.61% (n = 280,000); AID 2071; in the data active means inhibition mostly above about 24%, no sharp cut-off; inactive means mostly below about 32%; further: some compounds called inactive have numbers as strong as hits
# UBC9 SUMO inh = blocks human SUMOylation mediated by UBC9; actives 0.36% (n = 290,000); inhibition, % at 35 µM; P63279; HTRF SUMOylation assay, SAE1/SAE2 + UBC9, in vitro; in the data active means inhibition above about 50%, passing the limit was not always enough; further: strong numbers were not always called active
# Target sequence (P63279 whole entry, looked up): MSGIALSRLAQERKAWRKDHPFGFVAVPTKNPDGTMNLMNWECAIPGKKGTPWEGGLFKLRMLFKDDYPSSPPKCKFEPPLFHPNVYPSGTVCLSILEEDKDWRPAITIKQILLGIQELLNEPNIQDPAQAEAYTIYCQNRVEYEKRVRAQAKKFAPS
# IDE cell inh = inhibits human insulin-degrading enzyme in HEK cells; AID 434962; P14735; FAbetaB cleavage, fluorescence polarization; inhibition, % at 5.59 µM; actives 0.41% (n = 320,000);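 active means percent inhibition above the average of all tested compounds plus 3 SD, set per screening campaign, cut at about 16% in these data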;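 further: IDE supplied by intact live HEK cells; FP after avidin binding of uncleaved biotin substrate so inhibition keeps polarization high; 0% = DMSO wells and 100% = 60 µM reference IDE inhibitor Ii1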
# M18AAP inhibitor = PfM18AAP enzyme inhibition. recombinant PfM18AAP, H-Glu-NHMec fluorogenic cleavage. inhibition, % at 7.35 µM. actives 1.2% (n = 290,000). AID 1822;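 active means inhibition above the campaign mean inhibition over all tested compounds plus 3 SD, cut at about 28% in these data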;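 further: 0% = plate median of test compound wells and 100% = 2 mM ZnCl2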
# IDE act = IDE (human) activation, cell-based. HEK cells, FAbeta-B cleavage, fluorescence polarization; 0% vehicle, 100% cell-free pure enzyme wells. activation, % at 5.96 µM. P14735. actives 0.073% (n = 340,000). AID 493087;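 active means activation above the mean of all tested compounds plus 3 SD, set per screening campaign, cut at about 17% in these data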
# MEKK3 PB1 HTS = modulators (inhibitors or enhancers) of MEK5 binding to human MEKK3 PB1 domain; Q99759; bead-based flow cytometry, Alexa488-MEK5 binding to MEKK3; actives lie on both sides; 0 = blocked by unlabeled MEK5, 100 = vehicle; binding response (% of control), % at 10 µM; actives 1.4% (n = 290,000);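 active means binding response more than 3 SD above or below the average of its plate-row segment, actives on both sides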;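 further: Alexa488 bead fluorescence after subtracting the streptavidin-only scavenger bead signal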
# Target sequence (Q99759 whole entry, looked up, the tested form may be a part): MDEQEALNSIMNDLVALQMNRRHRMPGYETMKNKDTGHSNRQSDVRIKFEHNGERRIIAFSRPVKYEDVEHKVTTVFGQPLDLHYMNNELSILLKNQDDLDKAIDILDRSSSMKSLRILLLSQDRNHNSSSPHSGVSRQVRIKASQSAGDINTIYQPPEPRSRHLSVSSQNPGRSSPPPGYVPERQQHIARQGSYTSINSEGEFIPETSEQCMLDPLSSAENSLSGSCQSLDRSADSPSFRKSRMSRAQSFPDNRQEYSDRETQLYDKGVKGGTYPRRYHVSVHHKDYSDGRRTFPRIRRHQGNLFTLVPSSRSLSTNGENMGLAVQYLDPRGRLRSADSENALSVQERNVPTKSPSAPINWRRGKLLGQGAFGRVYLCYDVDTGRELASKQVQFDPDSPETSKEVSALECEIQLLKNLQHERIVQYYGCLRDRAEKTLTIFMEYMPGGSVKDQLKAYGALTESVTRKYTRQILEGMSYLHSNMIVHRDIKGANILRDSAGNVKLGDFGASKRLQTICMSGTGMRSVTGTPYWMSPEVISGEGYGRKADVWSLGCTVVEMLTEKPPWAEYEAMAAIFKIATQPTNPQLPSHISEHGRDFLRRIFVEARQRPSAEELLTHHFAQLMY
# MEKK2wt PB1 HTS = raises or lowers MEK5 binding to wildtype human MEKK2 PB1 domain; binding response (% of control), % at 10 µM; Q9Y2U5; bead flow cytometry, Alexa488-MEK5 binding to MEKK2 WT; actives lie on both sides; actives 1.1% (n = 290,000); in the data active means binding response below about 67% or above about 130%
# * marks the source's active call; other numbers are inactive results; · = not tested or not shown. These rows are one share of the data; count on the stated rates, not on these rows.
SMILES,p-CIP stab down,MEKK2mut PB1 HTS,NALP1 yeast inh,UBC9 SUMO inh,IDE cell inh,M18AAP inhibitor,IDE act,MEKK3 PB1 HTS,MEKK2wt PB1 HTS
CN1CCN(P(=O)(c2ccccc2)c2nc3ccccc3s2)CC1 (stereo not given),-17,1,21,11,1,-5,5,98,98
COc1ccc(CNC(=O)C/C(C)=N/NC(=O)Cc2ccc(OC)cc2)cc1,-17,-2,-32,4,-2,0,1,94,93
CCN(CC)CCCn1c(=S)[nH]c2cc(OC)c(OC)cc2c1=O,3,7,6,-4,8,-11,-1,110,113
NNC(=O)CNC(c1ccccc1)c1cc(Cl)ccc1NC(=O)c1ccccc1 (stereo not given),-4,1,-2,2,-2,1,4,104,101
CCCC(=O)Nc1cc(-c2nnc(OC)c3ccccc23)ccc1N1CCCCC1,-5,·,27,6,1,-8,·,·,·
CCCC(c1nnnn1C(C)(C)CC)N1CCN(C(=O)c2ccco2)CC1 (stereo not given),-2,3,10,-7,-2,-9,1,104,104
CCOC(=O)c1sc(NC(=O)CSc2nc(C)cc(-c3ccccc3)n2)c(C#N)c1C,2,8,31,3,7,14,3,98,93
O=C(CCNC(=O)C1CCN(S(=O)(=O)c2ccccc2)CC1)Nc1ccccc1,-13,5,8,-2,3,2,-5,96,104
O=C(NCc1cc(C(F)(F)F)cc(C(F)(F)F)c1)C1CC(c2cccc(F)c2)=NO1 (stereo not given),6,5,18,-17,2,·,-2,90,89
COc1ccc(-c2[nH]nc(-c3ccccc3)c2-c2nc3ccccc3[nH]2)cc1,-12,5,-5,-9,8,0,3,110,118
CCCCN(CC)CCNC(=O)c1cc2c(C)nc3ccccc3c2o1,-2,6,-6,9,4,1,-3,96,105
Cc1cccc(NC2SC(=O)N(CC(=O)O)C2=O)c1 (stereo not given),7,6,7,-43,-1,5,3,98,100
COc1ccc(S(=O)(=O)N2CCN(C(=O)c3ccco3)CC2)c(C)c1C,-6,10,·,-3,-1,-3,4,108,112
CCOC(=O)c1cnc(SCc2ccccc2)nc1N,-1,-14,10,-8,-4,-2,0,82,84
O=C(O)CN1C(=O)/C(=C\c2cn(CC(=O)N3CCOCC3)c3ccccc23)SC1=S,-135,-2,-12,4,67*,3,-108,103,98
CCc1ccc(NC(=O)CCCN2C(=O)C3CC=CCC3C2=O)cc1 (stereo not given),-26,1,-1,2,2,0,-2,94,100
Cc1cc(-c2ccc(S(=O)(=O)N3CCc4ccccc4C3)s2)on1,-2,4,-49,24,-3,-2,5,104,106
CCOC(=O)/C=C/C(=O)OCC(=O)N1CCN(C(=O)c2ccco2)CC1,2,5,10,14,-4,-14,5,95,102
CC1(C)Cc2c(C#N)c(N3CCN(C(=O)c4ccco4)CC3)nc(-c3ccco3)c2CS1,-16,-2,-4,30,8,5,4,102,91
C/C(=N\NC(=O)c1nn(C)c(C)c1Br)c1cccc(NC(=O)c2ccc(F)cc2)c1,-3,1,17,-6,2,-14,0,92,91
Cc1ccc(-n2cccc2/C=C2/C(=N)N3C(=NC2=O)SN=C3S(C)(=O)=O)cc1,3,1,-13,32,0,6,0,117,108
CCCc1cc(=O)oc2c(C)c(OCC(=O)c3ccc(N4CCCC4)cc3)ccc12,-3,-3,-4,30,·,-2,1,92,87
CCCc1cc(=O)oc2cc(OCc3ccc(C(=O)O)cc3)ccc12,-11,16,3,19,2,0,2,113,111
NC(=O)N/N=C/c1ccccc1OC(=O)c1ccccc1Br,14,4,-5,-6,-1,3,-5,103,101
COc1ccc(C(=O)Nc2ccc(Cl)cn2)cc1Cl,2,4,13,27,1,2,0,101,101
CCOC(=O)N1CCN(C(=O)CCCCn2c(=S)[nH]c3ccsc3c2=O)CC1,-2,-2,11,8,6,4,0,96,96
O=C(O)C1CCCN1S(=O)(=O)c1ccc(F)cc1 (stereo not given),-6,1,19,2,0,-3,0,102,105
C(=C\c1ccccc1)/CSc1nnc(-c2cccnc2)n1Cc1ccco1,-5,2,23,21,10,-10,-7,101,100
CCOC(=O)Cc1cc(=O)n2[nH]c(-c3ccc(Cl)cc3)cc2n1,-15,-2,1,4,6,2,5,90,95
CCOC(=O)C1C(=O)CC(C)(O)C(C(=O)OCC)C1c1ccc(SC)cc1 (stereo not given),-10,3,-3,12,0,5,5,104,100
CCn1c(CSc2nc3ccccc3s2)n[nH]c1=S,-8,-2,3,-2,5,6,-24,98,100
Cc1cccc(N2CC(C(=O)Nc3nc4ccc(S(C)(=O)=O)cc4s3)CC2=O)c1C (stereo not given),-2,-1,2,-1,-2,7,2,103,104
CSc1ncccc1C(=O)OCC(=O)C(C)(C)C,-25,-1,17,10,-2,-2,2,104,101
COc1ccc2c(CCNC(=O)CN3C(=O)c4ccccc4C3=O)c[nH]c2c1,0,-2,24,-7,-5,8,0,98,105
COCCCNC(=O)c1cc(C)nc2ccc(F)cc12,8,7,4,1,1,-2,1,110,110
CN(C)C(=C(C#N)C#N)N1CCN(c2ccc(Cl)c(Cl)c2)CC1,-32,-2,-6,1,5,5,0,94,94
Cc1ccnc(NC(=O)CCC(=O)N(CC(=O)NCc2ccc(F)cc2)CC2CCCO2)c1 (stereo not given),-1,5,11,-9,5,3,3,105,106
O=C(CCc1c[nH]c2ccccc12)NCCOc1ccccc1,4,7,20,7,3,-1,3,102,103
O=S(=O)(/N=C/c1ccccc1O)c1cccs1,5,11,0,5,-1,6,3,111,111
COC(=O)COc1ccc(S(=O)(=O)NCc2ccncc2)cc1,-4,·,16,16,5,-2,5,·,·
CCOC(=O)N1CCN(Cc2nc(-c3cccc(C)c3)no2)CC1,-8,2,-5,22,5,-3,-5,98,99
O=C1c2ccccc2C(=O)N1CC1=NCCc2ccccc21,-7,-1,31,22,8,2,-5,103,101
CCOc1ccc(Cl)cc1S(=O)(=O)N1CCC(C(=O)N2CCCC2)CC1,-4,-2,-4,4,-2,-3,4,97,98
Cc1cccc(N2CCN(S(=O)(=O)c3ccc4c(c3)CC(C)N4C(=O)C3CC3)CC2)c1C (stereo not given),-5,-4,25,-5,7,-9,-14,96,87
COc1cc(C)c(NC(=O)C(=S)NCc2ccccc2)cc1C,1,-8,25,-23,7,-7,2,75,83
Cc1cc(C)nc(Sc2ccc([N+](=O)[O-])cc2[N+](=O)[O-])n1,-2,-2,2,-4,10,-9,4,98,99
Cc1ccc(C(=O)OCC(=O)Nc2nc(-c3ccccc3)cs2)cc1NC(=O)c1ccco1,-7,-17,-9,7,4,-13,-11,88,81
COc1ccc(CCN2C(=O)c3[nH]nc(-c4ccccc4O)c3C2c2cccc(Cl)c2)cc1 (stereo not given),-8,3,19,-6,-1,-4,3,107,92

# By substructure: the entries above containing bromine.
SMILES,p-CIP stab down,MEKK2mut PB1 HTS,NALP1 yeast inh,UBC9 SUMO inh,IDE cell inh,M18AAP inhibitor,IDE act,MEKK3 PB1 HTS,MEKK2wt PB1 HTS
C/C(=N\NC(=O)c1nn(C)c(C)c1Br)c1cccc(NC(=O)c2ccc(F)cc2)c1,-3,1,17,-6,2,-14,0,92,91
NC(=O)N/N=C/c1ccccc1OC(=O)c1ccccc1Br,14,4,-5,-6,-1,3,-5,103,101

# (next part)
SMILES,p-CIP stab down,MEKK2mut PB1 HTS,NALP1 yeast inh,UBC9 SUMO inh,IDE cell inh,M18AAP inhibitor,IDE act,MEKK3 PB1 HTS,MEKK2wt PB1 HTS
Cc1ccc(-n2cccn2)c(CN2CCCC(C(=O)c3sccc3C)C2)c1 (stereo not given),0,14,14,-4,2,-9,-3,104,117
O=C(COc1ccccc1)N=C1SC2CS(=O)(=O)CC2N1c1ccccc1 (stereo not given),2,-2,7,-7,2,-2,6,97,97
O=C(COC(=O)/C=C/c1cccc(F)c1)NNC(=O)c1ccccc1,-9,-3,17,8,-1,1,8,98,95
COc1ccc2oc(=Nc3cc(F)ccc3F)c(C(N)=O)cc2c1,3,-13,-3,10,0,1,8,88,78
CC1CN(c2cc(-c3ccccc3)c3ccccc3n2)CC(C)O1 (stereo not given),7,1,6,-16,0,0,1,104,105
COc1ccc(/C=C/C(=O)N2CCNC(=O)C2)c(OC)c1,1,-5,-16,0,0,-8,6,98,100
COc1ccccc1OCC(=O)Nc1ccc2c(c1)n(C)c(=O)n2C,16,5,-18,7,1,0,-2,101,105
CCOc1ncccc1C(=O)OCc1ccc([N+](=O)[O-])cc1,-7,-6,-12,15,-2,-7,3,99,92
COc1ccc(OCCSc2nnc(-c3ccoc3C)n2C)cc1,-11,3,15,23,6,1,-5,102,100
CCC(=O)Nc1nnc(SCCOC)s1,10,3,33,-4,9,2,2,109,112
O=C(CSc1oc(-c2ccccc2)nc1S(=O)(=O)c1ccccc1)NCC1CCCO1 (stereo not given),8,5,14,10,3,5,3,101,105
CCN(CC)C(=O)C1CCN(Cc2ccc(Br)cc2)CC1,-8,2,0,14,-5,-2,1,100,97
COCCCNCCOCCSc1ccc(Cl)cc1,-3,-2,0,-15,0,3,8,91,93
COc1ccc2nc(SCC(=O)N(C)C3CCCCC3)c(C#N)cc2c1,-11,-1,44,0,5,6,9,101,96
COc1ccccc1Oc1cc(C#N)c(C#N)cc1-n1nnc2ccccc21,5,·,-1,23,1,-11,-12,·,·
COc1ccc(NC(=O)CCc2c(C)nc3nc(CNC(=O)c4cccc(F)c4)nn3c2C)cc1OC,-2,2,-6,5,4,5,9,99,95
CCn1cc(C(=O)NCCCOC(C)C)c2cc(OC)c(OC)cc2c1=O,-23,1,10,3,7,6,-4,97,99
NC(=O)CC(NC(=O)Cc1ccc(Cl)cc1)c1ccc(NCC2CC2)c([N+](=O)[O-])c1 (stereo not given),1,5,·,18,0,·,-6,106,101
Cn1c2ccccc2c(=O)c2c(=O)n(Cc3ccccc3)c(-c3ccc(F)cc3)nc21,-2,-9,-7,16,5,2,10,96,99
Cc1cc(OCCn2cncn2)ccc1[N+](=O)[O-],-2,2,24,10,7,-1,0,102,104
O=C(CCCCCNC(=O)c1ccccc1)N/N=C/c1ccc(F)cc1,-7,-8,-18,14,7,-3,7,99,90
CC1CN(C(=O)C2CC(=O)N(c3ccc(Cl)cc3)C2)CC(C)O1 (stereo not given),8,-8,-2,-13,3,-3,2,96,91
CC(=O)N1c2ccc(S(=O)(=O)N3CCCC(C(=O)N4CCCCC4)C3)cc2CC1C (stereo not given),1,0,21,-4,0,5,5,96,101
O=C1Cc2ccccc2N1c1ccccc1,-2,5,10,13,0,1,3,87,97
C=CCn1c(C)c(C(C)=O)c(N2CCOCC2)nc1=S,-4,5,17,12,0,-1,1,102,106
COc1ccc(N(C)C(=O)c2ccc3snnc3c2)cc1,3,5,20,-6,2,9,2,111,111
Fc1ccccc1NC(=S)N1CCN(C/C=C/c2ccccc2)CC1,-2,-1,38,-7,0,2,4,97,97
COC(=O)c1ccc(COc2ccc(C3C4=C(CCCC4=O)Nc4onc(C)c43)cc2)cc1 (stereo not given),7,3,14,-2,2,-6,4,102,104
O=C(CC1SCCNC1=O)Nc1cccc([N+](=O)[O-])c1 (stereo not given),-10,-1,-27,0,2,1,4,99,99
COc1cc(OC)c2ccc(=O)oc2c1C(CC(=O)N1CCCC(C)C1)c1ccc2c(c1)OCO2 (stereo not given),-6,-16,-1,11,3,·,-2,81,84
COC(=O)C1=C(C)N(Cc2ccc(OC)c(OC)c2)C(=O)C1,1,7,8,13,1,-9,0,108,108
